hcGAS lum: blocks human cGAS activity; 290,000 compounds, 0.081% hits; inhibition, % at 12.5 µM; Q8N884; recombinant h-cGAS, ATP depletion, Kinase-Glo luminescence; AID 1259398;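 also: 0% = vehicle reaction and 100% = reaction without DNA for no activity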
Target sequence (Q8N884 whole entry, looked up): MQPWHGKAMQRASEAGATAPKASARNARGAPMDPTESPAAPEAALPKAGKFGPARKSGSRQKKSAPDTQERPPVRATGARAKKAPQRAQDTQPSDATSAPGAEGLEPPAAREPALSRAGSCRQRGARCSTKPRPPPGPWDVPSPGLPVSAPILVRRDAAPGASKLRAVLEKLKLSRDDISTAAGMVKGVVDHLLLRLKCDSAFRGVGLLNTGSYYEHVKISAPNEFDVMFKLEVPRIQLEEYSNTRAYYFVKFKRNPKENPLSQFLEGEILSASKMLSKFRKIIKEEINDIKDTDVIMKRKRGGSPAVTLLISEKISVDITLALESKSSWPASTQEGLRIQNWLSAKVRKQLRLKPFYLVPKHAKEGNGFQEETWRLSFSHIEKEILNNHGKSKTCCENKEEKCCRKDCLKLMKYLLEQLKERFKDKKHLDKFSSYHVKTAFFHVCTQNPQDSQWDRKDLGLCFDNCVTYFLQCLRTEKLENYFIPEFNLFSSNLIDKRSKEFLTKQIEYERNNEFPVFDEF
NPYLR7 ag: activates Aedes aegypti NPYLR7 receptor. HEK293T NPYLR7/Galpha15, GCaMP6s calcium fluorescence. activation, % at 10 µM. 270,000 compounds, 0.15% hits; in the data active = activation above about 40%;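 also: 0% = vehicle and 100% = reference agonist at the receptor; some compounds past the cut are filed as inactive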
mcGAS inh: blocks mouse cGAS activity; Q8C6L5; recombinant cGAS, Kinase-Glo ATP depletion luminescence; inhibition, % at 12.5 µM; 160,000 compounds, 0.15% hits; AID 1259399;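 also: 0% = negative control wells and 100% = reference inhibitor with no enzyme activity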
Active calls of the source: *; x = not tested or not shown. Rule as the data show it, unless noted: active = inhibition above about 40%; inactive = the rest.

SMILES	hcGAS lum	NPYLR7 ag	mcGAS inh
COc1ccc(OCCNC(=O)c2ccc3nc(C)c(N(C)Cc4ccc(NC(C)=O)cc4)n3c2)cc1	-8	18	-3
CNc1nc(C)c(C(C)(C)C)s1	-2	0	0
O=C(c1ccc(-c2ccoc2)nc1)N1CCC(CCc2ccccc2)CC1	-8	9	x
CCCCOCCOCC(=O)N1CCN(Cc2cccc(-c3noc(-c4cccs4)n3)c2)CC1	-3	2	-5
COc1cccc(C(=O)N2CCC(c3nc(-c4ccc(Cl)cc4F)no3)CC2)c1	-11	4	-6
COCCCNc1nc2nonc2nc1N(C)CC1CCCN1C (centres undefined)	-2	2	x
CCc1[nH]n(-c2ccccc2)c(=O)c1C1=C([n+]2cc(C)cc(C)c2)C(=O)N(c2ccc(OC)cc2)C1=O	-4	1	-4
CC(C)c1nc(Cn2ccnc2-c2ccc(S(C)(=O)=O)cc2)no1	-6	9	-9
COc1cccc(CN(CC(O)COCc2ccco2)CC2CC(c3ccc4c(c3)OCO4)=NO2)c1 (centres undefined)	-7	-2	-8
O=C(NCc1nnnn1-c1ccc(Cl)cc1)c1ccc2ccccc2c1	-8	3	-8
Cc1ccc(Cn2nccc2NC(=O)c2cnc(C(C)(C)C)s2)o1	-4	1	x
O=C(c1ccc(-c2ccccc2)cc1)C1CCCN(C(=O)CCc2ccncc2)C1 (centres undefined)	-8	15	x
COc1cccc(COC2CN(Cc3ccccn3)C(=O)CN(C(=O)c3csc(C(C)C)n3)C2)c1 (centres undefined)	-12	12	-7
O=C(NCc1ccco1)c1cc2ccccc2oc1=O	-1	-1	2
CN(C)CCOc1ccc(C#N)cn1	-5	-3	x
COc1ccccc1CCNC(=O)c1cncn1-c1cccc(-c2cccc3c2sc2ccccc23)c1	-7	3	-8
CC(C)(C)C(=O)Nc1ccc(NC(=O)COc2cccnc2)cc1Cl	-8	14	-18
CCCn1c(=N)n(CCO)c2ccccc21	3	-1	x
CC(C)c1nccn1CCCNC(=O)c1ccc(N2CCNC(=O)CC2)nc1	-2	6	-17
CNc1cncc(-c2ccccc2CO)n1	-14	3	x
CCOc1ccccc1C(=O)Nc1cc(C(=O)OC)c[nH]c1=O	4	6	x
CCOC(=O)CCC(=O)Nc1c(-c2ccc(C)cc2)nc2ccccn12	-2	-4	-6
COc1ccc(N(C(=O)c2ccc(N3CCOCC3)cc2)C(C)C)cc1F	-6	23	x
O=C(c1ccnc(Cl)c1)N1CCN(c2nccc(-c3cccc(C(F)(F)F)c3)n2)CC1	-10	-3	-7
CC1=NC2=C(C(=O)CC(C)(C)C2)C(c2cccc(Cl)c2Cl)C1C#N (centres undefined)	-7	5	-6

(further entries)
SMILES	hcGAS lum	NPYLR7 ag	mcGAS inh
COCCc1noc(CN2CCC(O)(c3ccc(C)cn3)CC2)n1	-5	-3	-16
Cc1cc(C)c(C)c(S(=O)(=O)N2CCC(NC(=O)NC3CCCCC3)CC2)c1C	-9	15	-17
CCN(CC)c1ccc(CN(CCOC)C(=O)c2ccco2)c(OS(=O)(=O)c2ccc(OC)cc2)c1	0	-6	-3
Cc1ccc2nc(-c3ccccc3C)c(NC(=O)C(C)C)n2c1	-6	-5	-7
CN(C(=O)Nc1cccc(OC(F)F)c1)C1CCCCC1	7	2	x
Cc1ccc(NC(=O)NC(Cc2ccccc2)C(=O)Nc2nnc(-c3ccc(Cl)cc3)s2)c(C)c1 (centres undefined)	-9	-5	-4
N[C@H](C(=O)O)[C@H](O)C(=O)O	-3	-8	-3
CC(=O)C(C)n1c(CN2CC(C)OC(C)C2)nc2c1c(=O)[nH]c(=O)n2C (centres undefined)	-9	8	-3
COc1ccc(-c2noc(CN3CCCCC3c3ccc(F)cc3)n2)cc1 (centres undefined)	-6	12	x
COc1ccc(C2c3[nH]c4ccccc4c3CCN2Cc2nccs2)cc1C (centres undefined)	-1	-8	-4
O=C(Nc1ccc2c(c1)CN(S(=O)(=O)N1CCOCC1)CC2)c1ccccn1	2	0	x
COc1cccc(Cl)c1-c1csc(C(N)=O)c1	-6	7	-17
CC(Nc1nc(-c2ccc(Cl)cc2)nc2ccccc12)c1ccccc1 (centres undefined)	1	-17	-1
COCCNC(=O)c1ccc2c(=O)n(CC(C)C)c(SCC(=O)c3ccc(F)cc3)nc2c1	-5	8	-10
C=CCc1cc(S(=O)(=O)c2ccc(O)c(CC=C)c2)ccc1O	3	5	x
Cc1ccc(NC(=O)c2cccnc2Nc2cccc(Cl)c2)cc1	-4	-10	x
COc1ccc(N2CCN(C(=O)COC(=O)c3ccc(O)cc3)CC2)cc1	-2	10	x
O=C(Nc1cccc(C2SCC(=O)N2c2ccc3c(c2)OCCO3)c1)C1CC1 (centres undefined)	-3	8	-5
COC(=O)c1cc(OC(=O)C=Cc2cc(OC)c(OC)c(OC)c2)cc(C(=O)OC)c1	-6	10	x
Cc1cc(C(=O)Nc2cccc(N3C(=O)c4ccccc4C3=O)c2)n[nH]1	-7	7	x
Cc1nn(CC(=O)Nc2cccc(O)c2)c(=O)c2ccccc12	-3	6	-5
Cc1cn2nc(N3CCC(Cc4cccc(F)c4)CC3)sc2n1	-5	7	-10
C/C(=C\CO)CC[C@H](C)CCC[C@H](C)CCCC(C)C	-6	-10	x
O=C(CCC(=O)c1cc(Cl)sc1Cl)Nc1nncs1	-5	1	x
CCOC(=O)N1CCN(CN2C(=S)SC3=NC(=O)CCCN32)CC1	-5	0	x

Next section:
SMILES	hcGAS lum	NPYLR7 ag	mcGAS inh
COc1ccc(Cl)cc1N1CCN(C(=O)Cc2ccccc2)C(C)C1=O (centres undefined)	-6	-2	-7
OCC1(CCc2ccccc2)CCCN(Cc2cc3ccccc3o2)C1 (centres undefined)	-9	4	x
Cc1noc(C)c1C(=O)N1CCCC1C(=O)Nc1cccc(-n2cccn2)c1 (centres undefined)	-6	3	x
Cc1cc(C)n(CCC(=O)NCC2(C)CCOCC2)n1	-12	x	-6
COc1cccc(C(=O)Nc2c(-c3ccccc3C)nc3cc(C)ccn23)c1	-9	-1	-7
CCOC(=O)C1=C(C)Nc2nc(SCC(C)C)[nH]c(=O)c2C1c1cccs1 (centres undefined)	-3	1	x
Cc1[nH]ncc1CCCNc1ccc(C(=O)N2CCC(C)CC2)cn1	-9	3	x
O=C(NC(Cc1ccccc1)C(=O)Nc1nnc(-c2cccc(Br)c2)s1)c1cccc(C(F)(F)F)c1 (centres undefined)	-6	9	-3
CCCn1cc(C(=O)Nc2cc(C(N)=O)ccc2N2CCCCC2C)c(C)n1 (centres undefined)	-1	23	x
Cc1ccc(N2CC(C(=O)N3CCN(c4ncnc5c4nnn5Cc4ccccc4)CC3)CC2=O)cc1 (centres undefined)	-1	-5	0
CN(C)c1nc(N)nc(C(C#N)C(=O)c2ccco2)n1 (centres undefined)	-6	6	x
CC(C)CCN1CCCn2cccc2C1c1cccc([N+](=O)[O-])c1 (centres undefined)	-6	21	-5
O=C(CSc1nncs1)Nc1ccc2oc3ccccc3c2c1	-5	-6	x
CC(C)Nc1ccc(NS(=O)(=O)NCc2ccccc2)cn1	-8	63*	x
CC1CN(C(=O)c2cc3ccsc3n2C(C)c2ccccc2)CCN1C(=O)c1ccco1 (centres undefined)	-3	-16	0
CC(c1ccccc1)N(Cc1cc(Cl)ccc1OCc1nc(CO)cs1)C(=O)c1cccc(F)c1 (centres undefined)	-1	6	-2
COc1cccc(CC2(CO)CCN(Cc3cc(F)ccc3-n3cccn3)CC2)c1	-3	3	x
CC(C)c1nc2ccccc2c2c1C(=O)N(CCCn1cccn1)C2=O	-3	2	-3
Cc1oc2c3c(ccc2c(=O)c1-c1ccccc1)OCN(Cc1ccccn1)C3	-4	-3	-1
C=CCOc1ccc(CN(C)CN2C(=O)NC3(CCCCC3C)C2=O)cc1 (centres undefined)	-2	-4	-4
CCOC(=O)c1ccc(NC(=O)N(Cc2cccc(OS(C)(=O)=O)c2)C(C)CC)cc1 (centres undefined)	0	4	-1
COc1ccc(/C=C/C(=O)Nc2c3c(nn2C(C)(C)C)CSC3)cc1OC	-4	-4	-7
CCC(C)NCc1csc(COc2cccc(C)c2C)n1 (centres undefined)	-3	-1	x
CC(=O)OC(c1ccccc1)c1nc(C2CCNCC2)no1 (centres undefined)	0	5	x
CCOC(=O)c1ccc(NC(=O)CSc2nc3c(c(=O)[nH]2)CN(CCc2ccccc2)CC3)cc1	-4	-9	-7

Shown in CSV form: entries from further up.
mol,hcGAS lum,NPYLR7 ag,mcGAS inh
C/C(=C\CO)CC[C@H](C)CCC[C@H](C)CCCC(C)C,-6,-10,x
O=C(CCC(=O)c1cc(Cl)sc1Cl)Nc1nncs1,-5,1,x
CCOC(=O)N1CCN(CN2C(=S)SC3=NC(=O)CCCN32)CC1,-5,0,x
COc1ccc(Cl)cc1N1CCN(C(=O)Cc2ccccc2)C(C)C1=O (centres undefined),-6,-2,-7
OCC1(CCc2ccccc2)CCCN(Cc2cc3ccccc3o2)C1 (centres undefined),-9,4,x
Cc1noc(C)c1C(=O)N1CCCC1C(=O)Nc1cccc(-n2cccn2)c1 (centres undefined),-6,3,x
Cc1cc(C)n(CCC(=O)NCC2(C)CCOCC2)n1,-12,x,-6
COc1cccc(C(=O)Nc2c(-c3ccccc3C)nc3cc(C)ccn23)c1,-9,-1,-7
CCOC(=O)C1=C(C)Nc2nc(SCC(C)C)[nH]c(=O)c2C1c1cccs1 (centres undefined),-3,1,x
Cc1[nH]ncc1CCCNc1ccc(C(=O)N2CCC(C)CC2)cn1,-9,3,x
O=C(NC(Cc1ccccc1)C(=O)Nc1nnc(-c2cccc(Br)c2)s1)c1cccc(C(F)(F)F)c1 (centres undefined),-6,9,-3
CCCn1cc(C(=O)Nc2cc(C(N)=O)ccc2N2CCCCC2C)c(C)n1 (centres undefined),-1,23,x
Cc1ccc(N2CC(C(=O)N3CCN(c4ncnc5c4nnn5Cc4ccccc4)CC3)CC2=O)cc1 (centres undefined),-1,-5,0
CN(C)c1nc(N)nc(C(C#N)C(=O)c2ccco2)n1 (centres undefined),-6,6,x
CC(C)CCN1CCCn2cccc2C1c1cccc([N+](=O)[O-])c1 (centres undefined),-6,21,-5
O=C(CSc1nncs1)Nc1ccc2oc3ccccc3c2c1,-5,-6,x
CC(C)Nc1ccc(NS(=O)(=O)NCc2ccccc2)cn1,-8,63*,x
CC1CN(C(=O)c2cc3ccsc3n2C(C)c2ccccc2)CCN1C(=O)c1ccco1 (centres undefined),-3,-16,0
CC(c1ccccc1)N(Cc1cc(Cl)ccc1OCc1nc(CO)cs1)C(=O)c1cccc(F)c1 (centres undefined),-1,6,-2
COc1cccc(CC2(CO)CCN(Cc3cc(F)ccc3-n3cccn3)CC2)c1,-3,3,x
CC(C)c1nc2ccccc2c2c1C(=O)N(CCCn1cccn1)C2=O,-3,2,-3
Cc1oc2c3c(ccc2c(=O)c1-c1ccccc1)OCN(Cc1ccccn1)C3,-4,-3,-1
C=CCOc1ccc(CN(C)CN2C(=O)NC3(CCCCC3C)C2=O)cc1 (centres undefined),-2,-4,-4
CCOC(=O)c1ccc(NC(=O)N(Cc2cccc(OS(C)(=O)=O)c2)C(C)CC)cc1 (centres undefined),0,4,-1
COc1ccc(/C=C/C(=O)Nc2c3c(nn2C(C)(C)C)CSC3)cc1OC,-4,-4,-7
CCC(C)NCc1csc(COc2cccc(C)c2C)n1 (centres undefined),-3,-1,x
CC(=O)OC(c1ccccc1)c1nc(C2CCNCC2)no1 (centres undefined),0,5,x
CCOC(=O)c1ccc(NC(=O)CSc2nc3c(c(=O)[nH]2)CN(CCc2ccccc2)CC3)cc1,-4,-9,-7

Additional structures.
SMILES	hcGAS lum	NPYLR7 ag	mcGAS inh
CCc1cc2c(=O)n(CCC(C)C)c(=S)[nH]c2s1	0	-2	x
CCc1nc(C)nc(N2CCN(C(=O)c3cccs3)CC2)c1Cc1cc(C)ccc1C	-2	5	-6
COc1ccc(C(=O)Nc2ccnn2C2CCN(C(=O)C3=CCCC3)CC2)cc1	2	-6	x
COC(=O)c1cccc2c3c([nH]c12)CCN(c1ncccn1)C3	-4	-15	x
COCCCNC(=O)C(NC(=O)c1cccc(C)c1)C1CCN(S(=O)(=O)c2ccc(C)cc2)CC1 (centres undefined)	-7	-2	-5
CCOCCn1c(CN2CCCC(C)C2)nc2c1c(=O)n(C)c(=O)n2C (centres undefined)	-2	6	-6
N#Cc1cccc(NC(=O)c2cc3c(s2)CCCC3)c1	-9	4	-5
Cc1nc(C2(NC(=O)COc3ccc(C)c(C)c3)CCCCC2)no1	-6	5	-6
CC(C)SCC(=O)N1CCCC(N2CCN(c3ccccc3)CC2)C1 (centres undefined)	-3	1	-17
CCc1nc2ccc(C(=O)NCCOc3ccc(OC)cc3)cn2c1N(C)CC	3	-15	2
Cc1cc2ncn(CCOc3ccccc3C)c2cc1C	-2	3	x
COc1ccc(CC(=O)N2CCOC(c3ccccc3)C2)cn1 (centres undefined)	-1	0	-3

Bioassay records from PubChem BioAssay.
